Screening data: PubChem, Emory University Molecular Libraries Screening Center
14-3-3 PPI: modulators of human 14-3-3 gamma - Raf peptide interaction; AID 422; 160,000 tested, 0.19% active; P61981; inhibition, % at 40 µM; FP, 14-3-3gamma / TMR-pS259-Raf peptide binding; in the data active = inhibition above about 30%;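 also: 0% = protein plus tracer without compound and 100% = blank with tracer alone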
Target sequence (P61981 whole entry, looked up): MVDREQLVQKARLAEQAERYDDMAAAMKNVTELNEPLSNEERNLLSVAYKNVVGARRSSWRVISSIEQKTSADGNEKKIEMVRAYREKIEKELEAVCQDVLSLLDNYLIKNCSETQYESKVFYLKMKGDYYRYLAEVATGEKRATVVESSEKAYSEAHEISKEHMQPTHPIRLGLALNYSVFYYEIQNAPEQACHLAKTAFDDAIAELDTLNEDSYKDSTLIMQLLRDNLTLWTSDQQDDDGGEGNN
Numbers without * were called inactive; & = joins results of further samples.

14-3-3 PPI,molecule
-8,COc1ccccc1NC(=O)c1ccc(SCC(=O)NC(C)C)c([N+](=O)[O-])c1
3,CC(C)CCn1nnnc1C(c1ccccc1)N1CCC(C(N)=O)CC1 (centres undefined)
-12,Cc1nnc(NC(=O)C(C)Oc2ccc3c(C)cc(=O)oc3c2)s1 (centres undefined)
-7,Cc1cc(C)c(S(=O)(=O)Nc2cccc3nsnc23)c(C)c1
-5,Cc1ccc(C(=O)CCNc2ccc(Br)cc2)o1
-1,CCn1c(=O)c(=O)n(CC)c2cc(S(=O)(=O)Nc3cccc(OC)c3)ccc21
12,c1ccc(-c2cnc3nonc3n2)cc1
-36,CC1=CCC2C(=O)N(c3ccccc3OC(=O)c3ccccc3Cl)C(=O)C2C1 (centres undefined)
0,CC1CCN(CC(=O)Nc2sc3c(c2C#N)CCC3)CC1
-30,Cc1cc(C)n(-c2ccc(C(=O)Nc3ccccc3N3CCOCC3)cc2)n1
2,FC(F)(F)c1ccc(-c2nnc3ccc4ccccc4n23)cc1
-8,O=C(OCCNc1nc(-c2ccccc2)nc2ccccc12)c1ccncc1
-5,CCCCN(C)Cc1c(O)ccc2c3c(c(=O)oc12)CCC3
-2,O=C(C1CCC1)N1CCc2cc(S(=O)(=O)N3CCN(c4ncccn4)CC3)ccc21
5,CC(O)c1nc2ccccc2n1CCOc1ccccc1 (centres undefined)
-15,Cc1ccc(-c2cc3nc(C)cc(NCc4ccco4)n3n2)cc1
-28,CCc1ccc2c(c1)[C@]1(C(=O)N2)[C@@H]2C(=O)N(Cc3ccccc3)C(=O)[C@@H]2[C@@H]2CCCN21
0,CC1=C(C(=O)Nc2ccccc2C(F)(F)F)C(c2cccnc2)C2=C(CC(c3ccccc3)CC2=O)N1 (centres undefined)
-4,Cc1cc(=O)c2ccccc2[nH]1
-2,COc1ccc(C2=NN(CC(=O)NCCCN3CCC(C)CC3)C(=O)CC2)cc1
-22,COc1ccc(-n2nc(C(=O)NCC(=O)N3CCCCCC3)c3ccccc3c2=O)cc1Cl
5,O=C(CNCC1CCCO1)Nc1ccccc1-n1cccc1 (centres undefined)
2,CCCC1(C(=O)O)NC(c2cccc(OC)c2O)C2C(=O)N(c3ccccc3)C(=O)C21 (centres undefined)
-5,CC(C)(C)c1cc(-c2ccco2)c(C#N)c(SCC#N)n1
6,Cc1cc(Br)ccc1NC(=O)c1ccc(Cl)cc1
-2&7,CC1CCN(c2nc(-c3ccncc3)nc3ccccc23)CC1
-3,C=CCn1c2ccccc2c2nnc(SCc3ccccc3)nc21
-7,O=c1c2cn[nH]c2nc(SCc2cccc([N+](=O)[O-])c2)n1-c1ccccc1F
-2,COCCNCC(=O)NC12CC3CC(CC(C3)C1)C2
-2,COc1cc(N=c2ssnc2Cl)cc(OC)c1OC
-3,Cc1ccc2oc(-c3cccc(NC(=O)c4ccc(Br)cc4)c3C)nc2c1
-6,CCn1cc(C(=O)NCc2ccc3c(c2)OCO3)c2c3ccccc3n(C)c2c1=O
-6,N#Cc1nc(-c2ccco2)oc1N1CCN(c2ccccc2)CC1
16,CCN=c1cc2oc3cc(NCC)c(C)cc3c(-c3ccccc3C(=O)O)c-2cc1C
-4&-15,CC(C)(C)C1CCc2onc(C(=O)Nc3cccnc3)c2C1 (centres undefined)
-18,CCN(CC)S(=O)(=O)c1cc(C(=O)Nc2cccc(O)c2)ccc1C

Another view of 2 compounds above.
mol,14-3-3 PPI
c1ccc(-c2cnc3nonc3n2)cc1,12
CC1=CCC2C(=O)N(c3ccccc3OC(=O)c3ccccc3Cl)C(=O)C2C1 (centres undefined),-36

(more compounds)
14-3-3 PPI,molecule
-7,COC(=O)CCC(=O)Nc1sc2c(c1C#N)CCCC2
-6,COc1ccc(-n2c(=S)[nH]c3cc(C(=O)N4CCCCC4)ccc3c2=O)c(OC)c1
-5,Cc1ccc(-n2nc3c(c2NC(=O)CC2CCCCC2)CS(=O)(=O)C3)cc1
-4,COc1ccc(C(=O)O)cc1S(=O)(=O)Nc1ccccc1
-6,COC(=O)C1=C(C)OC(N)=C(C#N)C1c1ccccc1F (centres undefined)
4,Cn1c(=O)oc2cc(S(=O)(=O)N3CCN(Cc4ccc5c(c4)OCO5)CC3)ccc21
1,O=C(NCc1ccccc1)c1ccc2c(c1)C(=O)N(c1ccccn1)C2=O
-1,Cc1ccc(C(=O)CS(C)(=O)=O)cc1
1,COc1ccc(Br)cc1CNC(=O)CCSCc1cccc(Cl)c1
-7,CSC1=NCCN1C(=O)c1cccc(Br)c1
2,Oc1ccc(Br)cc1-c1nc(Cl)c2ccccc2n1
-4,Cn1cc(CC(=O)Nc2ccc3c(c2)OCO3)c2ccccc21
-7,COc1ccccc1OCCn1cc(C(=O)c2ccco2)c2ccccc21
-5,Cn1c(=O)c2c(-c3ccccc3)n(CCCN3CCOCC3)cc2n(C)c1=O
-2,Cc1nn(C(=O)COc2ccccc2)c(C)c1Sc1ccccc1
4,O=C1Cn2c(nc3ccccc32)N1c1ccccc1F
-5,Cc1ccc(CNC(=O)CCc2nc3ccccc3n(Cc3cccc(Cl)c3)c2=O)cc1
-1,O=C(Cc1coc2ccc3ccccc3c12)N1CCCC1
0,CC(C)OCCCNC(=O)c1cc(-c2cccs2)nc2ccccc12
-3&-4,CC(C)OCCCn1c(=S)[nH]c2ncccc2c1=O
-1,CC(=O)c1ccc(NC(=O)CSc2nnc(-c3ccoc3C)n2Cc2ccccc2)cc1
-2,COc1cc(C2C3=C(CC(C)(C)CC3=O)OC3=C2C(=O)CC(C)(C)C3)ccc1OCc1cc2c(cc1Cl)OCO2
-7,CCCCOc1ccc(-c2csc(NC(=O)c3cc4cccc(OC)c4oc3=O)n2)cc1
-5,Cc1cc(OCc2nn[nH]n2)c2c(C)c(Cc3ccccc3)c(=O)oc2c1

Compounds shown so far that have an aryl methoxy group, in the order listed:
14-3-3 PPI,molecule
-8,COc1ccccc1NC(=O)c1ccc(SCC(=O)NC(C)C)c([N+](=O)[O-])c1
-1,CCn1c(=O)c(=O)n(CC)c2cc(S(=O)(=O)Nc3cccc(OC)c3)ccc21
-2,COc1ccc(C2=NN(CC(=O)NCCCN3CCC(C)CC3)C(=O)CC2)cc1
-22,COc1ccc(-n2nc(C(=O)NCC(=O)N3CCCCCC3)c3ccccc3c2=O)cc1Cl
2,CCCC1(C(=O)O)NC(c2cccc(OC)c2O)C2C(=O)N(c3ccccc3)C(=O)C21 (centres undefined)
-2,COc1cc(N=c2ssnc2Cl)cc(OC)c1OC
-6,COc1ccc(-n2c(=S)[nH]c3cc(C(=O)N4CCCCC4)ccc3c2=O)c(OC)c1
-4,COc1ccc(C(=O)O)cc1S(=O)(=O)Nc1ccccc1
1,COc1ccc(Br)cc1CNC(=O)CCSCc1cccc(Cl)c1
-7,COc1ccccc1OCCn1cc(C(=O)c2ccco2)c2ccccc21
-2,COc1cc(C2C3=C(CC(C)(C)CC3=O)OC3=C2C(=O)CC(C)(C)C3)ccc1OCc1cc2c(cc1Cl)OCO2
-7,CCCCOc1ccc(-c2csc(NC(=O)c3cc4cccc(OC)c4oc3=O)n2)cc1

Remaining list, next part
14-3-3 PPI,molecule
-8,Cc1nc2ccccc2cc1C(=O)NCc1ccco1
-3,O=C(Nc1ccc(F)cc1)c1cc(S(=O)(=O)NCCc2ccccc2)ccc1F
-6,CCN(CC)Cc1cc(CC(C(N)=O)C(N)=O)ccc1OC
-7,CCCCc1nc2ccccc2n1CCCOc1ccc(Cl)cc1
0,CC(C)n1c(SCC(=O)N2CCCc3ccccc32)nc2c1c(=O)n(C)c(=O)n2C
3,O=S(=O)(NC1CCCC1)c1cccc2cccnc12
-6,COC(=O)c1cccc(NC(=O)CN(c2ccc3c(c2)OCO3)S(C)(=O)=O)c1C
-10,Cc1cc(C)cc(NS(=O)(=O)c2ccc3[nH]cc(C(=O)N4CCCC4)c(=O)c3c2)c1
-14,Cc1cc2ccccc2n1CCNC(=O)c1ccccc1I
-57,O=C(CSc1oc(-c2cccs2)nc1S(=O)(=O)c1ccccc1)NCC1CCCO1 (centres undefined)
-2,CCc1cc2c(N3CCN(Cc4ccccc4)CC3)ncnc2s1
-5,CCOC(=O)N1CCC(NC(=O)Cc2ccc(-n3c(=O)[nH]c4ccccc4c3=O)cc2)CC1
2,O=S(=O)(c1ccc(I)cc1)N1CCSC1c1cccc(Cl)c1 (centres undefined)
-11,Cc1ccc(C(=O)C2CCN(CC(=O)Nc3ccc(N(C)C)cc3)CC2)cc1
-11,CCCCSc1nnc2c(n1)OC(C)(C)Nc1ccccc1-2
-5&-7,Cc1ccccc1NC(=O)CSc1nc(N)c(C#N)c(-c2cccs2)c1C#N
-10,Cc1ccc(S(=O)(=O)N(C)CC(=O)Nc2nc3ccccc3s2)cc1
-6,CCc1ccc(Nc2nnc(C)c(=O)[nH]2)cc1
-3,COc1ccc(-n2nnnc2SCC(=O)NCCc2ccc(OC)c(OC)c2)cc1
0,Cc1ccc(NC(=O)c2cccc([N+](=O)[O-])c2C)cc1Cl
10,O=C(Nc1ncc(S(=O)(=O)c2ccc([N+](=O)[O-])cc2)s1)c1cccnc1
18,Cn1c(=O)c2c(nc(NCc3ccc4c(c3)OCO4)n2Cc2ccccc2)n(C)c1=O
-9,CCOC(=O)C1CCCN(CC(=O)Nc2c(F)c(F)c(F)c(F)c2F)C1 (centres undefined)
0,CCC(C)Sc1nc2c(c(=O)[nH]c(=O)n2C)n1CC (centres undefined)
1,CCCCn1c(CCCNC(=O)CC)nc2ccccc21
-6,CC1=C(C(=O)O)N2C(=O)[C@@H](NC(=O)C(N)c3ccccc3)[C@H]2SC1 (some centres undefined)
-4,Cc1ccccc1NC(=O)C1CCC(=O)N1 (centres undefined)
-2,COc1ccc(C2CC(C(F)(F)F)n3ncc(C(=O)NCC4CCCO4)c3N2)cc1OC (centres undefined)
-7,O=C(NCCCN1CCc2ccccc2C1)c1ccc2c(c1)ncn2C1CCCC1
-3,COc1ccc(Cn2c(=O)c3c(nc(NCCO)n3C)n(C)c2=O)cc1
-6,CCSc1nnc(-c2ccncc2)n1Cc1ccccc1
-2,O=C(Nc1cccc(Cl)c1)c1ccc(F)c(S(=O)(=O)NCCc2ccccc2)c1
3,C/C=C(\C)CN1CCN(c2cc(C)ccc2C)CC1
-5,O=C1OC(Nc2ccc(Br)cc2F)c2ccccc21 (centres undefined)
-3,O=c1c2ccccc2nc(CSc2nnnn2-c2ccccc2)n1-c1ccccc1
11,CCOc1ccc(C(=O)N(C)c2nnc(C34CC5CC(CC(C5)C3)C4)s2)cc1
-13,O=C(CSc1nc2ccsc2c(=O)n1-c1ccc(Br)cc1)Nc1cccc(C(F)(F)F)c1
-2,COC(=O)C1=C(C)N(C)C(=O)NC1c1ccc(O)c(OC)c1 (centres undefined)
10,O=C(Nc1ccccc1F)C1CC(=O)N(CCO)C(=Nc2ccccc2)S1 (centres undefined)
-1,O=C(NCc1ccccn1)C(=O)NCc1ccco1
18,Cn1c(NCc2ccccc2)nc2c1c(=O)[nH]c(=O)n2C
-2,O=c1c2ccccc2nc(SCc2nnc(-c3ccccc3)o2)n1-c1ccccc1
0,CNC(=O)CSc1nnnn1-c1ccc(C)cc1C
0,N#Cc1c(N)nc2c(c1-c1ccccc1)CCCCC2
-7,O=C(Nc1ccccc1O)c1ccco1
-2,CCOC(=O)c1cnc2sccn2c1=O
-7,COCCn1c(C)cc(C(=O)COc2nc3ccccc3nc2C)c1C
-7,CC1(C)CC(NC(=O)c2cc3ccccc3oc2=O)CC(C)(C)N1
-18,Cc1ccc2oc(N)nc2c1
-4,O=C(Nc1ncc(Cc2ccc(Br)cc2)s1)c1ccccc1Cl
1,COc1cc2c(cc1OC)C(C(=O)Nc1ccc(F)cc1)C(c1cccs1)N(C)C2=O (centres undefined)
-22,Fc1cccc(Nc2nc(-c3ccncc3)nc3ccccc23)c1
-4,Nc1cc(=O)[nH]c(SCC(=O)Nc2nccs2)n1
5,CC(C)c1ccc(C(=O)CC2(O)C(=O)Nc3ccc(Br)cc32)cc1 (centres undefined)
-2,NC(=O)c1ccc(NC(=O)c2ccccc2F)cc1
25,CNc1cc(NC)c2ncnc3c2c1C(=O)c1ccccc1-3
4,Oc1cc2c(c(Cl)c1O)CCNCC2c1ccccc1 (centres undefined)
-11,Cc1ccc(S(=O)(=O)N(CC(=O)N2CCOCC2)CC(=O)N2CCOCC2)cc1
-8&2,CC1CN(S(=O)(=O)c2ccc(NC(=O)c3ccco3)cc2)CC(C)O1 (centres undefined)
4,O=C(COc1ccccc1)N1N=C(c2ccc(F)cc2)CC1(O)C(F)(F)F (centres undefined)

(next part)
14-3-3 PPI,molecule
-10,O=[N+]([O-])c1ccccc1NC(=NS(=O)(=O)c1ccccc1)c1ccccc1
-4,NC(=O)CSc1nnc2c(n1)[nH]c1ccccc12
-13,CCCCNc1ccc2cccc(O)c2n1
4,COC(=O)c1ccc(C(=O)N=c2sc3ccccc3n2C)cc1
-3,Cc1cc(NC(=O)c2cccc(S(=O)(=O)N3CCCCCC3)c2)n(-c2ccccn2)n1
-8,Cc1c(C(=O)NCc2ccccn2)oc2ccccc12
5,CC(C)(C)n1nc2c(c1NC(=O)C1(c3ccc(Cl)cc3)CCCC1)CSC2
-3,CCCOC(=O)c1ccc(Nc2cc(C)nc3ncnn23)cc1
-3,Cc1ccc(-c2nc(CS(=O)CC(=O)NCc3ccccn3)c(C)o2)cc1 (centres undefined)
-2,COc1ccc(NC(=O)Cc2nc3ccccc3[nH]2)cc1
-9,Cc1[nH]c(=O)[nH]c(=O)c1[N+](=O)[O-]
2,Cc1nc2ccccc2c2c1C(=O)N(CCC1=CCCCC1)C2=O
-83,CCOc1ccc(Nc2cc(C(=O)NCCOC)c3ccccc3n2)cc1
-12,CCN(C(=O)c1ccc(N2CC3CC(C2)c2cccc(=O)n2C3)c(NC(=O)c2ccccc2Cl)c1)c1cccc(C)c1 (centres undefined)
-3,O=C(Nc1ccc(F)cc1)N1CCn2c(nc3ccccc32)C1
0,Cc1ccccc1NC(=O)CN1CCCCC1
0,Cc1cc(Nc2ccccc2F)n2nc(C)nc2n1
-13,CC1=C(C(=O)Nc2ccccn2)C(c2cccc(Br)c2)C2=C(CC(C)(C)CC2=O)N1 (centres undefined)
-7,COC(=O)c1nnn(CC(=O)Nc2ccccc2C(F)(F)F)c1C(=O)OC
-5,CCSc1nc(-c2ccc(OC)cc2)ccc1C#N
1,COCCN1C(=O)c2ccccc2C(C(=O)N2CCN(c3ccc(F)cc3)CC2)C1c1cn(C)c2ccccc12 (centres undefined)

Not all compounds are listed. The share of hits here may be higher or lower than overall.
